EP2 antag: inhibitors of human EP2 prostaglandin E2 receptor. C6 glioma cells expressing human EP2, cAMP TR-FRET; cells stimulated with saturating PGE2. inhibition, % at 25 µM. hit rate 0.52% among 260,000. AID 1422;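 active = percent inhibition above 40 after rounding to a whole number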;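 also: rat C6 glioma host cells with rolipram phosphodiesterase inhibitor present; the protocol text gives 20 µM as final concentration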
Target sequence (P43116 whole entry, looked up): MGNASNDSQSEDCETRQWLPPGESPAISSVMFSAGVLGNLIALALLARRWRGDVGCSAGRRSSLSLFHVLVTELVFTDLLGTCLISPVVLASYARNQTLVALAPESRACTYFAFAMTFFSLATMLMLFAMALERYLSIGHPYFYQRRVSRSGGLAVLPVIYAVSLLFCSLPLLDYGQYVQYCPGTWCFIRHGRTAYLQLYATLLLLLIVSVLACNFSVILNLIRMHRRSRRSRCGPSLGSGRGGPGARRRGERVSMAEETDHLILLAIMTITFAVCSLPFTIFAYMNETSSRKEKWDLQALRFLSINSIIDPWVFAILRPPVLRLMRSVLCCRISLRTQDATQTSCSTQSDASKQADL
* marks the source's active call; other numbers are inactive results; & = joins results of further samples. These rows are one share of the data; rates above refer to the full screens.

Compound | EP2 antag
CCC(=O)N1CCN(c2ccc(NC(=O)c3ccc(Cl)cc3)cc2)CC1 | 12.9
CC(=O)N1CCN(c2nc(C)nc3sc4c(c23)CCCC4)CC1 | 11.4
COc1cc(C(=O)NCc2noc(-c3ccc(C)cc3)n2)c2ccccc2n1 | 7.8
Cc1ccc(CN(Cc2cc3c(C)cc(C)cc3[nH]c2=O)Cc2nnnn2CC2CCCO2)cc1 (stereo unspecified) | 25.3
COc1cc(C)c(S(=O)(=O)N2CCC(C)CC2)cc1C | 6.7
COc1ccc(-c2nnn(CC(=O)N3c4ccccc4CCc4ccccc43)n2)cc1 | 9.5
CS(=O)(=O)N(CC(=O)NCC1CCCO1)C1CCCCC1 (stereo unspecified) | 13.4
Cn1c(=O)c2c(nc(NCCNc3nc4c(c(=O)n(C)c(=O)n4C)n3C)n2C)n(C)c1=O | 45.4*
COc1ccc2cc(CN(Cc3ccco3)S(=O)(=O)c3ccc(C(C)(C)C)cc3)c(=O)[nH]c2c1 | 12.7
COc1ccccc1NC(=O)Cn1nnc(-c2ccccc2)n1 | 10.9
COc1cccc(-n2c(SCC(=O)NC3CCCCC3)nc3ccccc3c2=O)c1 | 13.9
COCCCn1c(SCC(=O)Nc2ccc(C)cc2)nnc1-c1ccoc1C | 1.6
Cc1cccc(OCC(=O)Nc2ccccc2N2CCN(C(=O)C(C)C)CC2)c1 | 5.9
Nc1cc(-c2cccs2)nn(CC(=O)NCCc2ccc(F)cc2)c1=O | 4.6
CO/N=C(/C(=O)N[C@@H]1C(=O)N2C(C(=O)O)=C(CSc3nc(=O)c(O)nn3C)CS[C@H]12)c1csc(N)n1 | 13.0&11.8
Cc1nn(CC(=O)N(C)CCc2ccccn2)c(=O)c2cc3occc3n12 | 8.4
COc1ccc(C2=CC3=C(Br)C(=O)C(C)(OC(=O)c4cccs4)C(=O)C3=CO2)cc1 (stereo unspecified) | 12.5
O=C(Cn1nnc2c(cnn2-c2ccc(F)cc2)c1=O)Nc1nc2c(s1)CCCC2 | 4.3
C=CCn1c(C)c(CN2CCc3c(nc(C)[nH]c3=O)C2)c2ccccc21 | 2.4
Cc1ccc2c(c1)cc(CN(Cc1ccc3c(c1)OCO3)C(=O)Nc1ccccc1)c1nnnn12 | 12.8
Cc1ccc(CNC(=O)c2c(O)c3ccccc3n(C)c2=O)cc1 | 4.8
Cc1ccc2c(c1)c1n[nH]c(=S)nc1n2Cc1ccccc1 | 11.6
C[C@]12CC[C@@H]3c4ccc(O)cc4CC[C@H]3[C@@H]1CC[C@@H]2OC(=O)CCC1CCCC1 | 14.7
CCOc1cc(C2C3=C(CCCC3=O)NC3=C2C(=O)CCC3)cc(Cl)c1OC(C)C | 11.9
COCCn1c2ccccc2n2c(=O)n(Cc3ccc(OC)cc3)nc12 | 9.1

Additional entries follow:
Compound | EP2 antag
CCOc1ccc(NC(=O)COC(=O)c2ccccn2)cc1 | 12.9
COc1ccc(NC(=O)Cn2ncc3cccn3c2=O)cc1 | 8.1
NC(=S)c1ccc[n+]([C@@H]2O[C@@H](COP(=O)([O-])OP(=O)(O)OC[C@H]3O[C@@H](n4cnc5c(N)ncnc54)C(OP(=O)(O)O)[C@H]3O)C(O)C2O)c1 (stereo partly specified) | 8.5
C=CCOC(=O)C1=C[C@@H](c2coc3ccccc3c2=O)C[C@@H](OCCCCO)O1 | 13.9
CCN(CC)CCN(Cc1cc2c(C)ccc(C)c2[nH]c1=O)C(=O)Nc1ccccc1 | 8.9
COc1ccc(C(C(=O)NC2CCCCC2)N(C(=O)c2ccco2)c2ccccc2F)cc1OC (stereo unspecified) | 9.4
Cc1ccc(C(=O)Nc2ccc(N3CCOCC3)cc2)c(Cl)c1 | 18.5
COc1cc(-c2nc3ccccn3c2NC2CCCC2)ccc1O | 16.8
CN(C)C(=O)CSc1ccc(-c2ccc(F)cc2)nn1 | 5.5
CCc1ccccc1NC(=S)N(Cc1ccco1)Cc1cc2cc(C)ccc2[nH]c1=O | 8.9
COc1ccc(/C(O)=C2/C(=O)C(=O)N(CCCN3CCOCC3)C2c2cccs2)c(C)c1 (stereo unspecified) | 11.3
COc1cc(NC(=O)c2cc(-c3ccc(Cl)cc3Cl)on2)cc(OC)c1OC | 11.5
Cc1cccc(NC(=O)N2CCCC(c3nc4ccc(C)cc4[nH]3)C2)c1 (stereo unspecified) | 4.6
COc1ccc(C2(C(=O)N3CCC(Nc4nc(C)c(C)c(=O)[nH]4)CC3)CC2)cc1 | 3.8
Cc1cc2c(s1)c1cnn(CC(=O)N3CCOCC3)c(=O)c1n2C | 10.8
CCn1c(=O)c(C(=O)Nc2ccc(C)cc2C)c(O)c2ccccc21 | 10.5
Cc1ccc(NC(=O)CC2Nc3cc(C)c(C)cc3NC2=O)c(C)c1 (stereo unspecified) | 7.7
CCC(c1nnnn1Cc1ccc(F)cc1)N(Cc1cc2ccc(C)cc2[nH]c1=O)C1CCCC1 (stereo unspecified) | 9.3
O=C1NN(c2ccc(Cl)cc2)C(=O)/C1=C/c1cccs1 | 9.8
CCc1ccc(NC(=O)CSc2nnc(-c3ccncc3)n2CCCN(C)C)cc1 | 10.3
Nc1ccc2nc(-c3cccc(O)c3)[nH]c2c1 | 15.2
CC1=NN(C(=O)c2ccccc2)C(C)(C)C1 | 5.9
Cc1ccc(N(C(=O)c2csnn2)C(C(=O)NC(C)(C)C)c2ccc(C)o2)c(C)c1 (stereo unspecified) | 7.9
Cc1ccc(S(=O)(=O)N(Cc2cc3cc4c(cc3[nH]c2=O)OCCO4)CC2COCCO2)cc1 (stereo unspecified) | 12.6
CCC(OC(=O)c1nsc(Cl)c1Cl)C(=O)NCc1ccc(F)cc1 (stereo unspecified) | 20.5

Additional results.
Compound | EP2 antag
CCc1ccc2[nH]c(=O)c(CN(Cc3nnnn3Cc3ccc(F)cc3)C3CCCCC3)cc2c1 | 5.5
N#CCc1nc(-c2cccs2)cs1 | 9.4
CC(=O)OCC(OC(C)=O)C(OC(C)=O)C(OC(C)=O)C(OC(C)=O)C(COC(C)=O)OC(C)=O (stereo unspecified) | 11.8
COC(=O)c1c(NC(=O)CCc2ccccc2)sc2c1C(C(=O)OC)CC2 (stereo unspecified) | 10.1
CCn1c(SCC(=O)Nc2sc3c(c2C(N)=O)CCC3)nc2ccccc2c1=O | 17.4
CCOc1ccccc1N(CC(=O)N1CCCC1)S(=O)(=O)c1ccc(SC)cc1 | 6.5
Cc1ccc(-c2csc(NC(=O)C(C)C)n2)cc1 | 13.2
Cc1cc(NC(=O)CSc2nnc3c4c5c(sc4nc(C(C)C)n23)CCCC5)no1 | 19.1
O=C(CSc1nc(O)cc(=O)[nH]1)Nc1cccc(C(F)(F)F)c1 | 7.3
O=C1NC2(CCN(C(=O)c3ccccn3)CC2)Nc2ccccc21 | 6.8
O=C(CN(C(=O)Cn1nnc(-c2ccc(F)cc2)n1)c1ccc2c(c1)OCCO2)NC1CCCC1 | 8.0
COC(=O)c1c(NC(=O)c2ccc(OC)c(OC)c2)sc(C(=O)Nc2cccc(C)c2C)c1C | 13.2
Cc1ccc(-c2nn3c(C)nnc3s2)cc1NC(=O)c1cc2ccccc2o1 | 9.5
Cc1nonc1OCCN1CCN(c2cnn(-c3ccccc3)c(=O)c2Cl)CC1 | 13.3
CC(C)C(=O)c1cn(CC(=O)NC2CCCC2)c2ccccc12 | 8.1
CCc1cc2cc3c(cc2nc1SCC(N)=O)OCCO3 | 11.0
Nc1nc2c(c(=O)[nH]1)CN(CCCN1CCOCC1)CN2 | 9.0
CC(C(=O)NCC1CCCCC1)n1nc(-c2cccs2)cc(N)c1=O (stereo unspecified) | 7.8
CS(=O)(=O)c1cncnc1C1CCCN(C(=O)C2(c3ccccc3)CC2)C1 (stereo unspecified) | 5.3
COc1ccc2c(c1)CN([C@H](C)[C@@H]1CC[C@@H]3[C@H]4CC[C@H]5C[C@@H](O)CC[C@]5(C)[C@@H]4CC[C@]31C)CO2 | 60.7*
CCc1ccc2c(c1)C(c1ccc(OC)c(OC)c1)=NNC(c1cccnc1)=N2 | 8.5
CCn1c(SCC(=O)NCc2ccccc2)nnc1C1CCCCC1 | 13.4
COc1ccc2[nH]c(=O)c(CN(CCN(C)C)C(=O)NC3CCCCC3)cc2c1 | 8.9
COC(=O)c1c(NC(=O)C2CCCCC2)sc(C(=O)Nc2ccccc2)c1C | 12.2
Cc1ccc(C(O)CN2CCC3(CC2)CC(O)c2cc(F)ccc2O3)cc1C (stereo unspecified) | 7.4

(more compounds)
Compound | EP2 antag
C#CCCN1CCN(Cc2c(C)n(CC(=O)N3CCOCC3)c3ccccc23)CC1 | 2.2
CCN(CC)CCCNC(=S)N1CCN(c2nc(-c3ccc(F)cc3)cs2)CC1 | 15.7
CC(=O)Nc1ccc2nc(NC(=O)c3ccc(C#N)cc3F)sc2c1 | 7.6
C#CCOc1ccccc1CN1CCC(NC(C)=O)(c2ccccc2F)CC1 | 8.9
Cc1cccc(CN2[C@@H](CC(C)C)COCCS2(=O)=O)c1 | 13.0
COc1ccc(OC)c(CN2CCN(Cc3cc(OC)ccc3OC)CC2)c1 | 7.1
COc1ccc2oc(=O)c(C(=O)C[n+]3ccc4ccccc4c3)cc2c1 | 12.9
O=C(NCc1cccc(C(F)(F)F)c1)C1CC2Cn3c(nc4ccccc43)C2N1Cc1ccccc1 (stereo unspecified) | 10.6
CCOC(=O)CSc1nnc2c(C)cc3ccccc3n12 | 10.0
Nc1ccc2nc(-c3ccc(Cl)cc3Cl)[nH]c2c1 | 9.3
CC[C@@H](Cn1nnc2ccccc2c1=O)NC(=O)CCn1ncc2ccccc21 | 5.3
Cc1nn(C)cc1S(=O)(=O)NCCC1(Cc2ccccc2)CCOC(C)(C)C1 (stereo unspecified) | 7.1
C=C[C@@]1(C)CC(=O)[C@]2(O)[C@@]3(C)[C@@H](O)CCC(C)(C)[C@@H]3[C@H](O)[C@H](OC(C)=O)[C@@]2(C)O1 | 5.1
O=C(NC1CCCCC1)c1cc(-c2ccccc2)on1 | 10.4
COCCn1nnnc1C(c1ccc(OC)cc1)N1CCN(c2ccccc2OC)CC1 (stereo unspecified) | 8.6
COc1cccc(OC)c1NC(=O)C1CCCN1C(=O)Nc1ccccc1C (stereo unspecified) | 20.0
COc1cccc(Cn2c([N+](=O)[O-])cnc2C)c1 | 11.5
CC(C)(C)c1ccc(C(=O)N2CCC(C(=O)NC3CCCCC3)CC2)cc1 | 19.3
Cc1cc(C)cc(OCC(=O)Nc2ccc(S(=O)(=O)Nc3nc(C)cc(C)n3)cc2)c1 | 6.3
Cc1nnc(NC(=O)c2ccc(Cl)cc2)s1 | 15.0
O=C(CN(C(=O)CCC(=O)Nc1nccs1)C1CCCC1)NCc1ccc(F)cc1 | 4.6
CCC(=O)Nc1ccc(NC(=O)CSc2nc(C3CC3)nc3sc4c(c23)CCCC4)cc1C | 11.3
CN(C)CCN(Cc1ccc(F)c(F)c1)Cc1cccs1 | 11.2
O=C(CSc1nc2ccccc2n1Cc1ccc(F)cc1)N1CCOCC1 | 9.6
COc1ccc(CN(Cc2nc[nH]c2C)CC2CCCO2)cc1OC (stereo unspecified) | 6.8

More structures.
SMILES | EP2 antag
CCN1CCN(c2c(Cl)cccc2NC(=O)COc2ccc(OC)cc2)CC1 | 16.3
O=C(NC1CCCCC1)C1CCCN1S(=O)(=O)c1ccc(Cl)cc1 (stereo unspecified) | 4.0
CCN1CCN(C(c2ccc(Cl)cc2)c2nnnn2Cc2ccc3c(c2)OCO3)CC1 (stereo unspecified) | 17.6
Cn1c(CN2CCOCC2)nnc1SCC(=O)Nc1cccc2ccccc12 | 8.2
C[C@]12CC[C@@H](O)C[C@H]1CCc1ccccc12 | 12.3
O=C(O)CC[C@]1(C(=O)O)CCC(=O)c2ccccc21 | 9.4
O=C(/C=C\c1ccco1)NCC1OCCc2ccccc21 (stereo unspecified) | 4.6
CCOc1ccc(C2/C(=C(/O)c3ccc(OC)c(OC)c3)C(=O)C(=O)N2C)cc1 (stereo unspecified) | 6.8
CC(C)(Oc1ccc(C2CC2(Cl)Cl)cc1)C(=O)O (stereo unspecified) | 11.6
COC(=O)c1ccc(C2NC(=O)C(O)=C2C(=O)c2ccco2)cc1 (stereo unspecified) | 6.1
CCc1cccc(CC)c1NC(=O)C1COc2ccccc2O1 (stereo unspecified) | 6.7
CCc1ccc2[nH]c(=O)c(CN(CCN(C)C)C(=S)NCC3CCCO3)cc2c1 (stereo unspecified) | 10.4
Cc1nc2c(-c3ccc(F)cc3)c(C)nn2c(NCc2cccnc2)c1C | 12.1
CCCn1c(SCC(=O)Nc2ccc(Br)cc2)nnc1-c1ccncc1 | 15.8
CC(C)(C)NC(=O)C1CCCN(S(=O)(=O)c2ccc(Cl)cc2)C1 (stereo unspecified) | 9.3
COc1ccc(/C(O)=C2/C(=O)C(=O)N(CCN3CCOCC3)C2c2ccc(OC)c(OC)c2)c(C)c1 (stereo unspecified) | 9.9
CN(C1CCCCC1)S(=O)(=O)c1ccc(S(=O)(=O)N2CCCCC2)cc1 | 23.2
CCc1nnc(NC(=O)CCCOc2ccc(C)cc2)s1 | 11.6
O=C(NC1CCCC1)C(c1ccccc1F)N(Cc1ccc2c(c1)OCO2)C(=O)c1ccco1 (stereo unspecified) | 6.8
COc1ccc(C2=NOC(C)(c3nnc(-c4ccncc4)o3)C2)cc1 (stereo unspecified) | 9.2
COc1cc2cc(CN(C3CCCC3)S(=O)(=O)c3ccccc3Cl)c(=O)[nH]c2cc1OC | 12.4
O=C(NCc1cccs1)C1CC(c2ccccc2Cl)=NO1 (stereo unspecified) | 5.4
Cc1ccc2cc(CN(Cc3ccc4c(c3)OCO4)Cc3nnnn3C3CCCCC3)c(=O)[nH]c2c1 | 12.0

No new results follow: an excerpt of the list.
SMILES | EP2 antag
CCN1CCN(c2c(Cl)cccc2NC(=O)COc2ccc(OC)cc2)CC1 | 16.3
O=C(NC1CCCCC1)C1CCCN1S(=O)(=O)c1ccc(Cl)cc1 (stereo unspecified) | 4.0
CCN1CCN(C(c2ccc(Cl)cc2)c2nnnn2Cc2ccc3c(c2)OCO3)CC1 (stereo unspecified) | 17.6
Cn1c(CN2CCOCC2)nnc1SCC(=O)Nc1cccc2ccccc12 | 8.2
C[C@]12CC[C@@H](O)C[C@H]1CCc1ccccc12 | 12.3
O=C(O)CC[C@]1(C(=O)O)CCC(=O)c2ccccc21 | 9.4
O=C(/C=C\c1ccco1)NCC1OCCc2ccccc21 (stereo unspecified) | 4.6
